CHRM4 PAM: potentiates acetylcholine response at human M4 receptor; P08173; CHO-K1 hM4/Gqi5, Fluo-8 calcium fluorescence, ACh EC20; 0% = ACh EC20, 100% = maximal ACh; activation, % at 3 µM; 360,000 compounds, 0.4% hits;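 active means activation above its plate's cutoff, the mean activation of sample wells plus 3 SD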; further: some results filed as inactive read as strong as hits
Target sequence (P08173 whole entry, looked up): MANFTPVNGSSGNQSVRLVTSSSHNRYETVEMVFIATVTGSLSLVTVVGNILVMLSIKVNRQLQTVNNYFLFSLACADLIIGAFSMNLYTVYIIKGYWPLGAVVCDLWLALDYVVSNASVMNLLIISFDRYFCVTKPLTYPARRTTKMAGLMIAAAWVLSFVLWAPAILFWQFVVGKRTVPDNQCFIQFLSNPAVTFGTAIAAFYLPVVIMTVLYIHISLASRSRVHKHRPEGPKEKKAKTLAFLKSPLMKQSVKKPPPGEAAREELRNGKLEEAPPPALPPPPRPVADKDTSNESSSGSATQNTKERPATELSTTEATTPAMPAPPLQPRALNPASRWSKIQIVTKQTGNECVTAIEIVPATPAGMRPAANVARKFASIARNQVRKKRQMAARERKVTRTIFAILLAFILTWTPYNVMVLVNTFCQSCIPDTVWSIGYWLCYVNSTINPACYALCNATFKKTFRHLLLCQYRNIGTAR
TAAR1 antagonist: human TAAR1 antagonism; Q96RJ0; CHO RD-HGA16 TAAR1, Fluo-8 calcium fluorescence, antagonist; inhibition, % at 3 µM; 360,000 compounds, 1.5% hits; AID 624466;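 active means inhibition above a per-plate cutoff, the mean inhibition of test compounds on that plate plus 3 SD, cut at about 49% in these data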;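 further: 0% = DMSO plus EC80 beta-PEA response and 100% = DMSO alone without agonist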
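Test system: hTAAR1-expressing CHO RD-HGA16 cells, Gα16-coupled; Probe or stimulus: EC80 β-phenethylamine stimulus; Compound dosing: single nominal final test compound concentration of 3 µM; Timing: 140 s kinetic read after compound, 140 s after agonist; Signal: Fluo-8 calcium-sensitive fluorescence; Measure: % inhibition of agonist calcium response; Controls: DMSO and EC80 PEA controls.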
TAAR1 ag: agonists of human TAAR1; Q96RJ0; activation, % at 3 µM; 360,000 compounds, 0.99% hits; CHO RD-HGA16 TAAR1, Fluo-8 calcium fluorescence; vehicle wells 0%, saturating PEA agonist 100%;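 active means activation above the mean activation of all test compounds in the run plus 3 SD, cut at about 38% in these data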
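System: CHO RD-HGA16 cells carrying human TAAR1 plus Gα16; Incubation: 17-24 h seeding, 75 min 37 °C dye, 30 min RT; Measured by: Fluo-8 fluorescence, 5 s baseline then 140 s kinetic read; Control set: DMSO and PEA EC100; Replication: single well for each compound.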
CRFBP-R2 block: blocks CRF-induced signaling of the CRF-BP/CRF-R2 complex. inhibition, % at 11.8 µM. HEK293 CRF-R2/CRF-BP, CRF-induced calcium fluorescence. AID 588475. 350,000 compounds, 0.59% hits;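 active means inhibition of the ligand-induced calcium signal above about 50% at the single tested concentration, limit read from the data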
CRFBP-R2 agonist: CRF-BP/CRF-R2 complex agonism. HEK293 CRF-R2/CRF-BP, calcium dye fluorescence (FLIPR); percent of saturating CRF peptide response. activation, % at 13.2 µM. 350,000 compounds, 0.46% hits. AID 588473;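 active means activation of at least 50%, plus an integration ratio under a set limit after plate pattern correction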;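 further: plate controls were neutral control wells without compound for no effect and CRF at EC100 for full effect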
M5 antag: blocks acetylcholine activation of human M5 receptor | 360,000 compounds, 0.59% hits | inhibition, % at 3 µM | CHO-hM5 cells, Fluo-8 calcium fluorescence, ACh EC80 | P08912 | AID 624040;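 active means inhibition above a per-plate cutoff, the mean of that plate's test compounds plus 3 SD, cut at about 27% in these data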;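 further: 0% = acetylcholine EC80 with DMSO and 100% = DMSO without agonist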
Target sequence (P08912 whole entry, looked up): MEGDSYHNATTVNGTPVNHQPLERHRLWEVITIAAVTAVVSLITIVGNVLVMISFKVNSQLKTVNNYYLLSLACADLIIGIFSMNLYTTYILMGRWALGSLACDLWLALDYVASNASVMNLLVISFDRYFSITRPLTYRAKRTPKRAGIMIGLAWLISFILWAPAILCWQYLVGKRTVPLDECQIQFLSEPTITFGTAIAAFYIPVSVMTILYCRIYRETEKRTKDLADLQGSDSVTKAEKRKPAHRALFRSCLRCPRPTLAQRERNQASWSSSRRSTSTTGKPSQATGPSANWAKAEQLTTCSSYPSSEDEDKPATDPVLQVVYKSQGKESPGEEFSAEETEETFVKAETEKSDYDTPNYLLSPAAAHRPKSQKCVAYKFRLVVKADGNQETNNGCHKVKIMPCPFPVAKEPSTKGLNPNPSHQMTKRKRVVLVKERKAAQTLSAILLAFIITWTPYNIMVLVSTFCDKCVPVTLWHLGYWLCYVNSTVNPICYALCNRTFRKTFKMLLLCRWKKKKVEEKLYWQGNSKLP
CHRM5 PAM: positive allosteric modulators of human muscarinic M5 receptor | activation, % at 3 µM | 360,000 compounds, 0.3% hits | AID 624038 | CHO-K1 hM5, Fluo-8 calcium, ACh EC20 PAM; 0% = ACh EC20, 100% = ACh EC100 | P08912;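 active means activation above the run cutoff, the mean activation of all test compounds plus 3 SD, cut at about 18% in these data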
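System – CHO-K1 hM5 cells · Compound – 3 µM, single dose · Incubation – compound preincubation 140 s before EC20 acetylcholine addition · Technique – Fluo-8 calcium fluorescence · Measure – Max/basal fluorescence ratio as % of EC20–EC100 ACh window · Benchmarks – low control EC20 acetylcholine (0%), high control EC100 acetylcholine (100%) · Replication – singlicate, one well per test compound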
M1 PAM parental: counter-screen for M1 PAMs: effect in parental CHO-K1 cells; ATP EC20, Fluo-8 calcium fluorescence; 0% at ATP EC20, 100% at ATP max; activation, % at 3 µM; 360,000 compounds, 0.02% hits; AID 602247;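 active means activation above the run cutoff, the mean activation of all test compounds plus 3 SD, cut at about 40% in these data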;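 further: peak over basal fluorescence ratio in a 140 s read after ATP addition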
M5 ag: agonists of human muscarinic M5 receptor (CHRM5); CHO-K1 hM5 cells, Fluo-8 calcium fluorescence; 0% DMSO wells, 100% maximal acetylcholine response; 360,000 compounds, 0.19% hits; AID 624037; activation, % at 3 µM; P08912;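 active means activation above the run's mean over test compounds plus 3 SD, cut at about 23% in these data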;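 further: signal is peak over basal fluorescence ratio across the kinetic read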
* marks the source's active call; other numbers are inactive results; · = not tested or not shown.

SMILES	CHRM4 PAM	TAAR1 antagonist	TAAR1 ag	CRFBP-R2 block	CRFBP-R2 agonist	M5 antag	CHRM5 PAM	M1 PAM parental	M5 ag
O=C(NC1CCCC1)C(c1ccccc1)N(C(=O)c1csnn1)c1ccccc1F (stereo not drawn)	-2	-15	4	-4	0.2	-9	-1	-10	0
O=C(NCCCN1CCOCC1)c1cccs1	0	2	3	13	0.2	-1	-2	25	3
O=C(Nc1ccc(-c2cscn2)cc1)C1CCCN(Cc2ccccc2)C1 (stereo not drawn)	-2	-12	4	-13	1.9	-8	3	2	-8
O=c1c(N=Nc2ccc(O)cc2)c(-c2ccccc2)[nH]n1-c1ccc([N+](=O)[O-])cc1	4	-25	1	15	-2.8	7	0	1	-1
COc1cc(OC)nc(Oc2ccccc2C(=O)Oc2cccc(C)c2)n1	-7	18	7	36	-2.9	7	-14	15	-3
S=C(NCc1ccco1)N1CCN(c2ccc(Cl)cc2)CC1	-7	0	2	-4	-0.2	10	-10	19	-1
COCCCn1c(O)c(/C=C2\N=C(C#N)C(=Nc3ccc(C)cc3)O2)sc1=S	0	74*	52*	-21	8.8	-14	5	12	6
Cc1ccc(S(=O)(=O)N/N=C2\C(=O)C3(C)CCC2C3(C)C)cc1 (stereo not drawn)	7	2	9	8	0.3	-10	2	0	-3
O=C(COC(=O)c1ccc2c(c1)OCO2)NC1CCS(=O)(=O)C1 (stereo not drawn)	-6	3	1	4	-0.8	1	1	16	1
CCC(C)C(NC(=O)C1CCC(=O)N1C(=O)OCc1ccccc1)C(=O)NC(Cc1ccccc1)C(N)=O (stereo not drawn)	-3	-4	-3	-1	0.0	14	2	1	-1
COC(=O)NNC(=O)c1ccc(C)c(Br)c1	15	-7	7	11	-3.9	1	3	26	-2
CC(=O)c1ccc(-c2c(CCO)sc3ccccc23)cc1	6	7	0	·	·	-2	-2	24	-1
O=C1c2oc3ccccc3c(=O)c2C(c2cccc(Br)c2)N1Cc1ccco1 (stereo not drawn)	1	0	11	5	0.2	-3	-2	7	0
NS(=O)(=O)c1cccc(NS(=O)(=O)c2ccc3ccccc3c2)c1	-3	-13	4	-2	-1.9	15	-3	-16	-1
O=C(NCc1ccccc1Cl)c1csc([C@@H]2C[C@H](O)[C@@H](CO)O2)n1	-3	-31	3	·	·	7	-3	9	1
O=C(COc1ccccc1)N1CCN(c2ncccn2)CC1	-5	-6	3	4	-0.3	-7	0	12	-2
Cc1nn(C)cc1CN1CCC(CO)(CCOc2ccccc2)CC1	18	-16	3	-6	0.6	3	4	10	-9
COc1ccc(N(C(=O)c2snc(C(N)=O)c2N)C(C(=O)NC2CCCC2)c2cc(OC)ccc2OC)c(OC)c1 (stereo not drawn)	0	-2	1	2	0.5	12	-1	6	-3
CC(C)(C)c1ccc(CCC(CC(=O)O)CC(=O)O)cc1	6	-12	0	4	-1.0	5	-3	6	0
O=C1CN(C(=O)CSc2ccccn2)c2ccccc2N1	-1	9	4	19	2.7	11	3	9	5
O=Cc1c(NCCc2cccc(F)c2)c2ccccc2[nH]c1=O	10	27	72*	-3	0.5	-2	-7	6	-4
CCNc1nc(NCC)n2c(SCC(=O)NCC3CCCCC3)nnc2n1	-6	22	4	-1	-0.6	-1	-1	17	-1
CN(CC(=O)Nc1c(Cl)cccc1Cl)C(=O)CNC(=O)C1CCCCC1	13	-8	2	7	-1.8	-1	7	5	0
COC(=O)c1ccc(CNC(=O)COC(=O)c2cc(Cl)nc(Cl)c2)cc1	-6	-12	0	-6	2.8	5	1	18	1
COc1ccc(NC(=O)C2C3C=CC(C3)C2C(=O)NCc2ccco2)cc1 (stereo not drawn)	20	-8	0	-10	-1.7	3	2	-6	1
Cc1cc(Br)c2[nH]cc(CCNC(=O)c3ccco3)c2c1	-5	4	-1	-1	-0.6	15	-7	14	-3
Cn1c(=O)[nH]c(Nc2ccc(F)cc2)c([N+](=O)[O-])c1=O	-2	-14	1	1	0.4	-1	3	23	2
O=C(C1COc2ccccc2O1)N1CCN(Cc2ccc(Br)cc2F)CC1 (stereo not drawn)	-2	0	-2	10	-1.1	11	-5	-1	-2
Brc1ccc2nc(-c3ccccc3)c(Cc3ccsc3)n2c1	0	-8	-1	·	·	3	-4	19	-3
CCCOc1ccc(C(=O)Nc2ccc(C)cc2[N+](=O)[O-])cc1	14	-16	3	-8	1.0	0	4	12	2
CCOC(=O)CSc1nnnn1-c1cc(OC)ccc1OC	5	-6	3	10	-0.8	-1	2	12	0
CC(=O)Nc1ccc(C(=O)OCC(=O)NCc2ccccc2)cc1	-3	-9	10	11	1.2	27*	-14	7	-1
CCOC(=O)CC1CCCCN1C(=O)CCCn1nnnc1CN1CCOCC1 (stereo not drawn)	14	-13	1	-5	-0.5	-7	-4	-8	-3
O=C(CNC(=O)c1sc2ccccc2c1Cl)NCc1cccnc1	3	-19	2	-4	-3.5	6	-2	2	-4
CCOC(=O)c1c(-c2ccc(OC)cc2)csc1NC(=O)CSc1ncnc2sccc12	-8	17	-2	7	8.9	5	-7	22	-2
CC(=O)CC(=O)Nc1ncc(C(F)(F)F)cc1Cl	8	-1	6	14	-2.2	-10	3	-14	1
N#CC1=C(N)NC(SCC(=O)c2ccccc2)=C(C#N)C12CCCC2	3	56*	12	-10	0.9	0	6	13	4
O=C(COc1ccc(Cl)c(Cl)c1)NC1CCS(=O)(=O)C1 (stereo not drawn)	4	10	5	7	-0.1	15	-2	1	3
CC(C)(C)S(=O)(=O)N1Cc2cc(CO)cc(CCO)c2[C@H]1CCO	1	-11	2	9	-2.5	-3	0	15	1
COc1cc(C(=O)C(=O)N2CCC(Cc3ccccc3)CC2)cc2ccccc12	1	-4	0	·	·	4	-3	·	0
CN1COc2ccc3ccccc3c2C1	-4	0	8	3	-1.2	6	-4	-4	-4
COc1ccccc1-n1c(CNC(=O)COc2ccccc2)n[nH]c1=S	7	-2	-2	16	1.6	-10	8	-8	1
O=C(NCc1ccco1)c1ccc2c(c1)S(=O)(=O)c1ccccc1C2=O	1	14	12	-1	-3.8	7	-4	1	5
Cc1nn(CCCC(=O)NCc2ccc(F)cc2)c(=O)c2nccn12	-3	-23	1	12	-1.4	7	-9	16	3
c1ccc(N2CCN(Cc3ccnc4ccccc34)CC2)cc1	6	-5	23	2	4.6	7	-5	28	0
COC(=O)[C@]12CCCCC=C1N(Cc1cccc3ccccc13)C(=O)[C@H](CC(=O)NCCCN1CCCC1=O)C2	-4	23	10	·	·	-9	-5	-8	5
CS(=O)(=O)c1ccc(N2CCN(c3ccccn3)CC2)c([N+](=O)[O-])c1	5	2	3	-16	0.2	6	-5	4	0
CCOCCCNC(=O)C(NC(=O)c1ccccn1)c1ccc(C)cc1 (stereo not drawn)	2	-4	4	29	-0.3	4	6	14	-3
CC(NC(=O)c1ccc(Cl)cc1)C(=O)NC1=NCCS1 (stereo not drawn)	11	-3	-2	-12	0.0	2	0	19	-1
CC(C)(C)c1ccc(OCCCC(=O)Nc2cccc(S(=O)(=O)N3CCOCC3)c2)cc1	-5	14	5	-3	5.2	1	-6	5	3

(further entries)
SMILES	CHRM4 PAM	TAAR1 antagonist	TAAR1 ag	CRFBP-R2 block	CRFBP-R2 agonist	M5 antag	CHRM5 PAM	M1 PAM parental	M5 ag
CCOC(=O)C1=CN(Cc2cccc(I)c2)S(=O)(=O)N(C)C1C (stereo not drawn)	-8	32	1	6	1.5	1	-11	0	-1
COc1ccccc1/C=C/C=N/n1c(-c2ccc(C)cc2)n[nH]c1=S	3	-32	-2	18	0.0	11	-6	-3	0
Cc1ccccc1NC(=O)NC1CCCc2ccccc21 (stereo not drawn)	0	-38	2	17	0.8	1	-1	1	-7
Cc1ccccc1NC(=O)c1cccc(N2C(=O)C3CCCCC3C2=O)c1 (stereo not drawn)	5	-15	4	15	3.3	-7	1	-5	0
CCc1ccc(-c2cc(C)no2)cc1S(=O)(=O)Nc1ccc(C)cn1	0	-8	-1	-9	-0.5	7	0	11	-3
COc1ccc(C(=O)Nn2c(C)nc3ccccc3c2=O)cc1[N+](=O)[O-]	-3	-7	1	-5	1.3	16	-4	11	0
CCCn1nc(C(=O)Nc2cc(C(=O)OC)ccc2C)c2ccccc2c1=O	2	11	4	-1	-4.7	3	-2	-6	1
O=C(c1ccc(Br)o1)N(Cc1ccccc1)c1ccccn1	3	3	9	27	-1.3	4	-1	5	1
Cc1ccc(NC(=O)CCC(=O)OC(C(=O)c2ccc(C)c(C)c2)c2ccccc2)c(C)c1 (stereo not drawn)	24	8	9	13	0.8	-2	4	24	-6
Cc1cccc(Nc2nc(N3CCCC3)nc(N3CCCC3)n2)c1	3	8	4	-10	0.0	6	-4	-5	0
CC(=O)Nc1ccn(Cc2c(F)cccc2Cl)n1	9	8	7	-7	-5.3	3	0	7	2
CC(C)c1ccc(C2(C)NC(=O)N(CC(=O)NC3CCCC(C)C3C)C2=O)cc1 (stereo not drawn)	-2	-8	5	-14	0.7	4	9	-1	1
CCCCn1nnnc1C(c1ccccc1)N1CCN(c2ccccc2OC)CC1 (stereo not drawn)	-4	12	-1	·	·	2	-5	-6	-3
NC(=O)C1CCN(C(=O)/C=C/c2cccc(Br)c2)CC1	17	2	0	-15	-1.2	-1	9	14	0
O=C(CCCn1c(=S)[nH]c2cc3c(cc2c1=O)OCO3)N1CCN(c2ccccc2)CC1	4	-1	1	22	-2.4	8	-5	-4	-2
Cc1ccc(C)c(N(CC(=O)NC(C)C)C(=O)CCC(=O)Nc2ccccn2)c1	-3	-2	1	15	-1.6	8	4	13	-3
